M1 ag parental: counter-screen for M1 agonists: effect in parental CHO-K1 cells | Fluo-8 calcium fluorescence; scaled to maximal ATP response, vehicle zero | activation, % at 3 µM | AID 602248 | actives 0.48% (n = 360,000); in the data active means activation above about 15%;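 further: untransfected CHO-K1 host cells lacking M1 receptor as counterscreen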
TAAR1 agonist: agonists of human TAAR1; actives 0.99% (n = 360,000); activation, % at 3 µM; AID 624467; CHO RD-HGA16 TAAR1, Fluo-8 calcium fluorescence; vehicle wells 0%, saturating PEA agonist 100%;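 active means activation above the mean activation of all test compounds in the run plus 3 SD, cut at about 38% in these data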
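System: CHO RD-HGA16 cells carrying human TAAR1 plus Gα16; Incubation: 17-24 h seeding, 75 min 37 °C dye, 30 min RT; Measured by: Fluo-8 fluorescence, 5 s baseline then 140 s kinetic read; Control set: DMSO and PEA EC100; Replication: single well for each compound.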
CHO-K1 Ca antag: counter-screen for M1 antagonists: effect in parental CHO-K1 cells; actives 0.6% (n = 360,000); inhibition, % at 3 µM; ATP-induced calcium, Fluo-8 fluorescence;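 active means inhibition above a per-plate cutoff, the plate's mean sample inhibition plus 3 SD, cut at about 24% in these data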;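 further: 0% = DMSO plus EC80 ATP and 100% = DMSO alone without ATP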
OXTR potentiate: potentiates the human oxytocin receptor response; P30559; CHO-OTR cells, Fluo-8 calcium fluorescence, potentiator mode; 0% = oxytocin EC15, 100% = EC100; activation, % at 3 µM; actives 0.061% (n = 320,000);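 active means activation above that plate's cutoff, the mean activation of tested compounds plus 3 SD, cut at about 6.6% in these data, passing the limit was not always enough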;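 further: 100% uses oxytocin at 75 nM as the full agonist control; some results filed as inactive read as strong as hits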
Target sequence (P30559 whole entry, looked up): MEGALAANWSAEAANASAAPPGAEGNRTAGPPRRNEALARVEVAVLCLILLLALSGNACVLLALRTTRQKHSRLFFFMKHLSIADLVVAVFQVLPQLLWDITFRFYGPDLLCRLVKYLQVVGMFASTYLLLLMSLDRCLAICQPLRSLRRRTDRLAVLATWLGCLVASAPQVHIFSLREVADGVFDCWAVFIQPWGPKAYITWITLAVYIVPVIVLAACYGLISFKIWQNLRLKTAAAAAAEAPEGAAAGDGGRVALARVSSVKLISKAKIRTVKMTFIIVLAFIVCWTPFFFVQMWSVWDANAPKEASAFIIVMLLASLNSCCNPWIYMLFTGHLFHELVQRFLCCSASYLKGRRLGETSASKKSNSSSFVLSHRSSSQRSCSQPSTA
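Measured by – Fluo-8 calcium dye fluorescence · Test system – human OTR in CHO cells · Dosing – one concentration, 3.0 µM compound · Controls – EC15 oxytocin alone as 0%, 75 nM oxytocin as 100% · Evaluation – normalized max/min fluorescence ratio, % activation · Timing – 6 min pre-incubation, 100 s read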
V1R ag counter: counter-screen for oxytocin receptor agonists: human V1a receptor agonists. CHO-V1R cells, Fluo-8 calcium fluorescence, agonist mode; 0% DMSO, 100% 3 nM vasopressin. activation, % at 3 µM. actives 0.25% (n = 320,000). P37288. AID 2797;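 active means activation above the mean activation of all tested compounds plus 3 SD, per screening run, cut at about 20% in these data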;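 further: signal is peak over basal fluorescence ratio across a 100 second FLIPR read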
M1 ag: human M1 muscarinic receptor agonism; P11229; activation, % at 3 µM; actives 0.33% (n = 360,000); CHO-K1 hM1, Fluo-8 calcium fluorescence, agonist mode; 0% DMSO, 100% acetylcholine EC100;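 active means activation above the run's mean compound activation plus 3 SD, cut at about 16% in these data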;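 further: peak over basal fluorescence ratio within a 140 s kinetic read after compound addition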
Target sequence (P11229 whole entry, looked up): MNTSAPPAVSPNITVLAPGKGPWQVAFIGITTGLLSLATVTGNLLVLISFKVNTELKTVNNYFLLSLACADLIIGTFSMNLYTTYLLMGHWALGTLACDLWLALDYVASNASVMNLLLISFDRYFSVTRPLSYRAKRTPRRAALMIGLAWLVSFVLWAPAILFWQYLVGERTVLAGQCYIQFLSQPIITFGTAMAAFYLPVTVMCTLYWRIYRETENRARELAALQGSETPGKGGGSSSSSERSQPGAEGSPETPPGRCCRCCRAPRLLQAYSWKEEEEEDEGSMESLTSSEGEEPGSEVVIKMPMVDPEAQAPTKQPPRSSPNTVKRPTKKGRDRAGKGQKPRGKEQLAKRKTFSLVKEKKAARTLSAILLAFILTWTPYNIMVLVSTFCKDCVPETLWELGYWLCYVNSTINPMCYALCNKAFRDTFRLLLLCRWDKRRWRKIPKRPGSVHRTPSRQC
CHO-K1 Ca PAM: nonselective activator or artifact in parental CHO-K1 calcium assay. ATP EC20, Fluo-8 calcium fluorescence; 0% at ATP EC20, 100% at ATP max. activation, % at 3 µM. actives 0.02% (n = 360,000). AID 602247;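 active means activation above the run cutoff, the mean activation of all test compounds plus 3 SD, cut at about 40% in these data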;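 further: peak over basal fluorescence ratio in a 140 s read after ATP addition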
CHO parental Ca: counter-screen: ATP calcium response change in parental CHO cells. parental CHO-K1, ATP-induced calcium, Fluo-8 fluorescence. inhibition, % at 5.6 µM. actives 0.63% (n = 330,000);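 active means inhibition above that plate's mean sample inhibition plus 3 SD, cut at about 26% in these data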;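 further: 0% = ATP-challenged DMSO wells and 100% = DMSO wells without ATP; some compounds past the cut are filed as inactive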
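Test system: untransfected parental CHO cell line. Compound: one dose, 5.6 µM nominal. Detection: intracellular calcium via Fluo-8 no-wash fluorescent dye. Measure: % inhibition. Benchmarks: ATP-challenged DMSO wells low, unchallenged DMSO wells high.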
TAAR1 antagonist: human TAAR1 antagonism; Q96RJ0; CHO RD-HGA16 TAAR1, Fluo-8 calcium fluorescence, antagonist; inhibition, % at 3 µM; actives 1.5% (n = 360,000); AID 624466;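 active means inhibition above a per-plate cutoff, the mean inhibition of test compounds on that plate plus 3 SD, cut at about 49% in these data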;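 further: 0% = DMSO plus EC80 beta-PEA response and 100% = DMSO alone without agonist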
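Material: CHO RD-HGA16 cells bearing hTAAR1; compound dosing: one-point dosing, 3 µM nominal final; schedule: dye loading 75 min at 37 °C, then 30 min room temperature; measured by: calcium fluorescence with Fluo-8; control set: vehicle and agonist controls; replication: n of 1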
The depositor's hits bear a star; / = not tested or not shown; & = joins results of further samples.

Value order – M1 ag parental, TAAR1 agonist, CHO-K1 Ca antag, OXTR potentiate, V1R ag counter, M1 ag, CHO-K1 Ca PAM, CHO parental Ca, TAAR1 antagonist
Cc1nc2ccccc2c2oc(C(=O)NCCCN3CCC(C)CC3)cc12
    1.1, 1, 0, -6, 0.7, -12, 29, -2, 0
CCCCNC(=O)CSc1nc(O)cc(=O)n1C1CCCC1
    0.3, -1, 0, -2, 1.0, -3, 4, -17, 0
O=C(NC(=S)Nc1ccccc1)c1cncc(C#Cc2ccccc2)c1
    3.1, 1, -8, 0, 3.5, -2, 18, -4, -16
Cc1ccccc1Cn1nnc(-c2ccc(C(=O)O)cc2)n1
    0.7, 1, -5, -11, 0.9, -2, 26, 4, -8
CC(C)(C)OC(=O)N1CCC[C@H]1C(=O)Nc1ccc(S(=O)(=O)C(F)F)cc1
    2.3, 2, -5, -14, 1.9, -2, -9, -3, -8
Cc1ccccc1NC(=S)NC1CC2CCC(C1)N2Cc1ccco1 (configuration not stated)
    0.4, 0, -2, 1, 1.0, -7, 2, -8, -9
Cc1sc2ccccc2[n+]1CC(=O)c1ccccc1
    0.9, /, -12, 0, 0.8, -1, 18, -14, /
COc1ccc(Cl)cc1CSc1n[nH]c(C)n1
    0.1, 2, -20, 4, -0.5, -5, 22, -12, -9
COc1ccc(OCC(=O)N/N=C/c2ccc(O[C@@H]3O[C@H](CO)[C@@H](O)[C@H](O)[C@H]3O)cc2)cc1
    -0.1, 4, -6, -4, 0.3, -3, 4, 4, -19
O=C(COC(=O)c1cc(=O)[nH]c2ccccc12)NC1CCCC1
    0.0, 2, -7, -5, 0.2, -4, 0, 7, -3

Of the compounds above, these have a furan ring, fused or not.
Value order – M1 ag parental, TAAR1 agonist, CHO-K1 Ca antag, OXTR potentiate, V1R ag counter, M1 ag, CHO-K1 Ca PAM, CHO parental Ca, TAAR1 antagonist
Cc1nc2ccccc2c2oc(C(=O)NCCCN3CCC(C)CC3)cc12
    1.1, 1, 0, -6, 0.7, -12, 29, -2, 0
Cc1ccccc1NC(=S)NC1CC2CCC(C1)N2Cc1ccco1 (configuration not stated)
    0.4, 0, -2, 1, 1.0, -7, 2, -8, -9

Back to the main list with the 6 entries that preceded the break.
Value order – M1 ag parental, TAAR1 agonist, CHO-K1 Ca antag, OXTR potentiate, V1R ag counter, M1 ag, CHO-K1 Ca PAM, CHO parental Ca, TAAR1 antagonist
CC(C)(C)OC(=O)N1CCC[C@H]1C(=O)Nc1ccc(S(=O)(=O)C(F)F)cc1
    2.3, 2, -5, -14, 1.9, -2, -9, -3, -8
Cc1ccccc1NC(=S)NC1CC2CCC(C1)N2Cc1ccco1 (configuration not stated)
    0.4, 0, -2, 1, 1.0, -7, 2, -8, -9
Cc1sc2ccccc2[n+]1CC(=O)c1ccccc1
    0.9, /, -12, 0, 0.8, -1, 18, -14, /
COc1ccc(Cl)cc1CSc1n[nH]c(C)n1
    0.1, 2, -20, 4, -0.5, -5, 22, -12, -9
COc1ccc(OCC(=O)N/N=C/c2ccc(O[C@@H]3O[C@H](CO)[C@@H](O)[C@H](O)[C@H]3O)cc2)cc1
    -0.1, 4, -6, -4, 0.3, -3, 4, 4, -19
O=C(COC(=O)c1cc(=O)[nH]c2ccccc12)NC1CCCC1
    0.0, 2, -7, -5, 0.2, -4, 0, 7, -3
Cc1ccc(-n2c(SCC(=O)N/N=C/c3ccccc3C(=O)O)nnc2-c2ccc(Cl)cc2)cc1
    0.4, 1, -9, -9, 0.6, -3, 15, -12, -37
O=C(Nc1cccnc1)C1=NN(C2CCS(=O)(=O)C2)C(=O)CC1 (configuration not stated)
    -0.3, 9, 9, -2, 0.5, -9, -1, 2, 11
CCOC(=O)c1[nH]c2ccccc2c1NC(=O)c1nonc1C
    -0.2, -2, 0, 2, -1.6, -6, 4, 15, 0
Cc1c(C)n(Cc2ccc(Cl)cc2)c2ccc(C(=O)NCCCN3CCOCC3)cc12
    1.0, 13, 31*, -9, 6.5, -10, -12, -22, -5
COc1ccccc1CNS(=O)(=O)c1c(C)cc(C)cc1C
    -0.4, 0, 0, /, /, -7, -1, /, 6
Cc1nn(-c2ccc(F)cc2F)c(=O)c2noc(C)c12
    0.4, 3, -10, -8, -0.1, -2, 19, -6, -47
O=C(NCc1ccccn1)c1cc(Cl)ccc1OCc1ccccc1
    4.1, 2, -5, 3, 0.3, -4, -4, -21, 16
CCc1cccc2c(=O)c(C(=O)NCCN3CCOCC3)c[nH]c12
    0.1, 0, 1, -8, 0.3, -3, -2, 0, 5
O=S1(=O)CC(N2CCOCC2)c2ccccc21 (configuration not stated)
    0.0, 6, -4, -9, 1.3, -1, 10, -5, 3
CCS(=O)(=O)c1ccc(O)c(NC(=O)/C=C/c2ccc(Cl)cc2)c1
    7.9, 2, -13, -5, 6.1, 0, 9, -6, 9
O=C(COc1ccc(Cl)cc1)Nc1ccc(Cl)cn1
    0.2, 17, -7, -7, -1.4, -4, 11, -32, 11
CCC(=O)Nc1ccc(C(=O)NNC(=O)C2CCCCC2)cc1
    1.5, 10, 4, /, /, -2, 14, /, -38
CN1CCN(c2oc(COc3ccc(-c4ccccc4)cc3)nc2C#N)CC1
    5.4, 24, 2, -11, 5.7, -8, 7, -4, 21
COc1ccc(NC(=O)COc2ccc(/C=N/O)cc2OC)cc1
    1.8, 4, -10, -7, 2.0, -4, 11, 13, 17
Cc1nn(C)c(C)c1/C=C/C(=O)c1ccc(Cl)cc1Cl
    11, 5, 21, -27, 5.5, 0, -8, 21, 9
Cc1ccc(C(=O)Nc2nnc(C3CCCCC3)s2)o1
    1.2, 10, -4, 0, 1.2, -4, 11, -17, 10
Nc1nc2ccccc2n1S(=O)(=O)c1ccc([N+](=O)[O-])cc1
    0.8, 7, -4, /, /, -11, 10, /, 0
Cc1cc(C)c2nc(NCc3ccccc3O)sc2c1
    1.8, 2, -6, -16, 0.3, -7, 2, 1, -28
COc1ccc2c(c1)C(c1ccc(C)o1)=NNC(c1ccccc1)=N2
    -0.1, 4, 1, 9, -0.6, -8, 13, -11, -13
CCCCCCCc1c(C)nc(N2CCOCC2)[nH]c1=O
    0.8, 8, -11, -1, 0.2, -3, 19, -16, 17
O=C(Cc1ccccc1)NCC(=O)N1CCCCC1
    0.4, 1, -2, 3, 1.6, -5, 30, -15, 1
COc1cc(NC(=O)NCC2CCN(Cc3ccccc3Cl)CC2)cc(OC)c1OC
    2.8, 0, -13, -1, -1.0, -12, 4, -16, 7
CC(C)OC(=O)/C(=C/c1cccnc1)NC(=O)c1ccccc1
    0.2, 0, -14, -12, 1.0, -1, 21, -5, 5
O=C(CCl)N1N=C(c2ccco2)CC1c1ccco1 (configuration not stated)
    -0.6, -3, -3, -3, 0.4, 2, -18, -11, -9
COc1cc(C#Cc2ccc3cc(C(C)(C)O)oc(=O)c3c2)cc(OC)c1
    0.2, 12, -17, -6, 1.4, 12, 16, -18, 15
Cc1ccc(NC(=O)CS(=O)CC(=O)N(CC(=O)NC2CCCC2)c2cccc(C)c2C)cc1 (configuration not stated)
    0.3, -1, -5, -11, 0.3, -6, 29, -17, -3
COc1ccc(-n2[nH]c(C)cc2=O)cc1
    0.2, 13, 8, 2, 0.9, -3, 12, -5, 7
CNC(=O)COC(=O)c1ccc2c(c1)S(=O)(=O)c1ccccc1C2=O
    3.3, -2, -21, 2, -0.4, -3, 10, -12, 17
O=C(CCNC(=O)c1ccc(Br)o1)NCc1ccc(Cl)cc1
    0.1, 3, 3, 3, -0.1, -6, -9, 4, 10
CSCCC(NC(=O)c1ccccc1Cl)C(=O)N1CC(C)OC(C)C1 (configuration not stated)
    0.2, 2, 2, 8, -0.6, -3, 4, -9, 0
CSc1ncnc2[nH]ncc12
    0.2, 1, -17, /, /, 5, 18, /, 0
COc1cc(N2CCCC2)c(OC)cc1/C=C(/C#N)c1cccc(Br)c1
    1.0, /, 2, -10, 3.7, 0, 7, -4, /
NC(N)=NS(=O)(=O)c1ccc(NC(=S)NC(=O)/C=C/c2ccc(F)cc2)cc1
    0.5, 2, 4, 1, 0.0, 2, 1, -8, -28
Cc1noc(/C=C/N(C)C)c1S(=O)(=O)N(C)Cc1ccc(F)cc1
    0.0, 2, -1, -4, 0.6, -1, 16, -11, -20
CCCNC(=O)N(C)c1nncnc1C(=O)NC
    0.1, 3, -5, 0, 0.1, -3, 8, -7, 4
CCOCCCNC1=C(Cl)C(=O)c2ccccc2C1=O
    0.4, 14, -7, -2, -1.8, -5, 21, -7, -8
CC(C)(C)c1cc(NC(=O)CCl)n(-c2ccccc2)n1
    1.2, 6, -4, -4, 2.1, -3, 11, -9, -6
CN(CCCC(=O)O)S(=O)(=O)c1ccc2c(c1)C(=O)c1cc(S(=O)(=O)N(C)CCCC(=O)O)ccc1-2
    0.5, 1, -3, -5, 1.4, -1, 6, -5, -27
COc1ccc(S(=O)(=O)N2CCN(C3CCCCCCC3)CC2)cc1
    0.6&0.5, 3&2, -11&-14, -22, 0.6, -5&-13, 13&22, -10, -7&5
Cc1ccc(NC(=O)Cn2c(=O)cnc3ccccc32)cc1S(=O)(=O)N(C)C
    1.4, 3, 4, -4, 1.4, -4, -6, -15, 4
CCOC(=O)C1=CC[C@@H](c2ccncc2)N(S(=O)(=O)c2ccc(C)cc2)C1
    -0.3, -1, 25*, /, /, -3, 1, /, -13
O=C(COC(=O)C1CC(=O)N(Cc2ccccc2)C1)c1ccc(Br)cc1 (configuration not stated)
    1.7, 6, -3, 0, 1.7, -4, 1, -14, -4
COc1ccc(C(=O)NNC(=O)Nc2ccc(Cl)cc2)cc1
    0.8, 4, -12, -14, 0.2, -7, 10, 1, -6
COc1cccc(OC)c1NC(=O)CN1CCC(NC(=O)c2cccc(F)c2)CC1
    0.2, -1, -3, -9, 0.0, -1, 0, -20, 8
CCNC(=O)c1cc2c(c(-c3cccc(-c4cncnc4)c3)n1)[C@H](CCO)N(C(C)=O)C2
    0.1, 0, -12, /, /, /, 11, /, 0
COc1ccccc1C(=O)CN1C(=O)NC2(CCCc3ccccc32)C1=O (configuration not stated)
    0.1, 3, 10, -1, 2.1, 3, -8, -18, -15
CCn1c(CNC(=O)c2ccc(OC)cc2)nnc1SCC(=O)c1ccccc1
    3.4, 17, -15, 1, 0.9, -4, 15, -15, 0
COc1ccc(N2CCN(S(=O)(=O)c3ccc4c(c3)CC(C)N4C(=O)C3CC3)CC2)cc1 (configuration not stated)
    0.7, 0, 13, -6, 2.4, -2, -14, -15, -3

Compound activity deposited in PubChem BioAssay by The Scripps Research Institute Molecular Screening Center.
